Bioassay records from PubChem BioAssay.
Coupling enz – counter-screen for Giardia aldolase inhibitors: coupling enzyme system. activity change, negative = inhibition, % at 58.2 µM, hits read low. 0.67% of 290,000 active. coupling enzyme system counterscreen, AmpLite Red fluorescence; in the data active means activity change below about -30%; further: on the % scale 0 is the no-effect control and ±100 the full control effect
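Counterscreen of the coupled detection system alone, without aldolase: glyceraldehyde-3-phosphate coupling enzymes plus AmpLite Red readout. Compounds at 57.5 uM final, 10 min RT preincubation, 20 min RT reaction, fluorescence 525/598 nm.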
MBNL1-CUG inh – MBNL1-poly(CUG) RNA binding inhibition | TR-FRET MBNL1-His/biotin-(CUG)12 binding, 665/545 ratio | Q9NR56 | Potency, µM (series often up to 57.5 µM), for inactives: top-dose activity change, negative = inhibition, most hits filed as inhibitors | 0.036% of 280,000 active; active means well fitted inhibition curve with a large enough effect in the signal ratio, with a control signal flat, not every such curve was filed as active; inconclusive means small, poorly fitted or top-dose-only effect, or effect the other way, or a change in a side signal; inactive means no such curve, though single readings can be large or run the other way; the % refers to the signal ratio; further: potency means the concentration at half of the fitted maximal effect; on the % scale 0 is the no-effect control and ±100 the full control effect
Target sequence (Q9NR56 whole entry, looked up): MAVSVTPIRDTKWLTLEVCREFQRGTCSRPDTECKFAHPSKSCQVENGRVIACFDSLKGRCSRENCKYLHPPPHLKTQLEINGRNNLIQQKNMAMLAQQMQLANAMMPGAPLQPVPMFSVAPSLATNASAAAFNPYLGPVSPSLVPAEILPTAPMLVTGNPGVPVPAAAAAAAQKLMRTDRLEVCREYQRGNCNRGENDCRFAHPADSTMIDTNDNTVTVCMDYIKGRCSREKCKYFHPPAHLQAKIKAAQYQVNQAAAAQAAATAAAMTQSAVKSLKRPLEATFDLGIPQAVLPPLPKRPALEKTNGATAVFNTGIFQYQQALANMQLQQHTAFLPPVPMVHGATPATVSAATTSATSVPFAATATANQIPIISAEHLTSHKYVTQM
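TR-FRET between His-tagged MBNL1 and biotin-(CUG)12 RNA, detected with Tb anti-His antibody (0.055 ng/ul) and streptavidin-XL665 (5 nM), 60 min at room temperature. Compounds titrated 92 nM to 58 uM; 665/545 nm ratio normalized to buffer and complex controls.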
MLL CXXC-DNA inh – blocks binding of human MLL CXXC domain to DNA. Q03164. Potency, µM (series often up to 115 µM), inactives show at the highest dose activity change, negative = inhibition, hits mostly inhibitors. 0.037% of 290,000 active. MLL-CXXC / FITC-HOXA9 DNA fluorescence polarization. AID 2662; active means well fitted inhibition curve with a large enough effect in the polarisation, with a control signal flat, not every such curve was filed as active; inconclusive means small, poorly fitted or top-dose-only effect, or effect the other way, or a change in a side signal; inactive means no such curve, though single readings can be large or run the other way; the % refers to the polarisation; further: potency means the concentration at half of the fitted maximal effect
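Fluorescence polarization: 7 uM MLL-CXXC (stock) preincubated 5 min with compounds, then 50 nM fluorescein-HOX-A9 DNA (stock) added; 30 min ambient. Buffer 50 mM Tris-HCl pH 7.5, 50 mM NaCl, 1 mM DTT, 0.05% BSA.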
ASM inhibitor – blocks human secretory acid sphingomyelinase; P17405; placental ASM, HMU-PC fluorogenic substrate, 60 min; Potency, µM (top dose mostly 57.5 µM), for inactives: top-dose activity change, negative = inhibition, hits mostly inhibitors; 0.006% of 340,000 active; further: potency means the concentration at half of the fitted maximal effect
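Human placenta-derived ASM enzyme was preincubated with compound for 10 minutes at room temperature, then given fluorogenic substrate HMU-PC0 (9 uM final) for 60 minutes at 37 °C; a pH 10 stop preceded fluorescence reading at Ex 386/Em 447 nm.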
AT treatment – candidate therapy for ataxia-telangiectasia; Potency, µM (highest dose often 57.5 µM), for the others: at the top dose activation, most hits filed as activators; 0.19% of 320,000 active; […] A-T fibroblasts, KAP-1 phosphorylation AlphaLISA; neocarzinostatin DNA damage 30 min before lysis; AID 485349; further: potency means the concentration at half of the fitted maximal effect; % of control where 0% means no effect; nearly all actives have a fitted effect of over 45% in size
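ATM-like activity read as KAP-1 phosphorylation via AlphaLISA donor/acceptor antibody pairs after lysis and 6 hr at 25C. Cells were ATM-null patient fibroblasts ([…], hTERT), dosed 60 min, then exposed to the DSB inducer NCS for 30 min.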
KCNH2 3.1 block – KCNH2 3.1 (human) potassium channel inhibition | U2OS KCNH2 3.1, thallium flux FluxOr; active compounds read low | activity change, % (tested at about 1.8 µM) | 0.95% of 340,000 active;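 active means maximum activity change below -70%; inconclusive means maximum activity change from -70% to -50%; inactive means maximum activity change above -50%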;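 further: thallium influx rate constant from kinetic fluorescence after stimulation buffer; on the % scale 0 is the no-effect control and ±100 the full control effect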
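Thallium flux via FluxOr fluorescence (Red40 quencher, 45 min loading) in U2OS cells virally expressing the KCNH2 3.1 isoform (1.77 x 10^8 /mL virus, overnight at 37 C). Rate constants from 2-min kinetic reads post-stimulation, normalised to positive and negative controls.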
hERG WT inh – blocks the wildtype human KCNH2 potassium channel; U2OS, BacMam KCNH2, thallium flux FluxOr; active compounds read low; 0.37% of 340,000 active; activity change, % at 1.84 µM; Q12809;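 active means maximum activity change below -70%; inconclusive means maximum activity change between -70% and -50%; inactive means maximum activity change above -50%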; further: on the % scale 0 is the no-effect control and ±100 the full control effect
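U2OS cells were transduced with wild-type KCNH2 virus (2.03 x 10^8 / mL) for 4 h at room temperature, then cultured overnight at 37 C. Thallium flux was read with FluxOr dye. Rate constants were normalized to DMSO controls.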
TRPV1 ag – activates the human vanilloid receptor TRPV1; Q8NER1; TRPV1-expressing cells, Fluo-8 calcium influx, agonist mode; activation, % at 8.33 µM; 0.19% of 320,000 active; in the data active means activation above about 80%; inconclusive means between about 30% and that limit; further: 0% is about no effect
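Fluo-8 calcium influx in TRPV1-expressing cells, kinetic read (ex 480/em 520 nm). Compound added and read 3 min for agonist activity, followed by capsaicin at EC20 final and 2 min further read for enhancement.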
GALK inh – galactokinase (human) inhibition; Purified GALK, Kinase-Glo residual ATP luminescence; 0.007% of 270,000 active; Potency, µM (top dose mostly 57.5 µM), for the others: at the top dose activity change, negative = inhibition, most hits filed as inhibitors; further: potency means the concentration at half of the fitted maximal effect; on the % scale 0 is the no-effect control and ±100 the full control effect
Target sequence (P51570 whole entry, looked up): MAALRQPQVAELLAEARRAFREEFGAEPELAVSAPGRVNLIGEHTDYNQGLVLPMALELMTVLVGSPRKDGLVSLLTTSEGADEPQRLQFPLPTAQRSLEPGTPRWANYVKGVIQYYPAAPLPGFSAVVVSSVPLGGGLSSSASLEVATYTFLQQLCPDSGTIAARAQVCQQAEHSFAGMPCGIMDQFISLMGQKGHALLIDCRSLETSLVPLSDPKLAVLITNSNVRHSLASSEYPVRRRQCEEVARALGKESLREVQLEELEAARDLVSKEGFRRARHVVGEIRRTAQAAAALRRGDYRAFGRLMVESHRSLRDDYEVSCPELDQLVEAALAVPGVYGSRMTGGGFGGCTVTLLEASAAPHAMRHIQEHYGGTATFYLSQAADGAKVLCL
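GALK at 5 nM final was combined with compound, 35 uM ATP and 100 uM galactose in HEPES pH8.0 with MgCl2 and DTT. The reaction ran one hour at room temperature before luminescent ATP detection.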
Integrin act MD – activates integrin-mediated alleviation for muscular dystrophy; alpha7betagal myoblasts, beta-gal FDG fluorescence, 48 h; Potency, µM (top dose mostly 38.3 µM), for the others: at the highest dose activation, actives largely listed as activators; AID 624291; 0.064% of 350,000 active;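 further: potency means the concentration at half of the fitted maximal effect; 100% = response of the positive control SU9516; nearly all actives have a fitted effect of over 60% in size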
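Alpha7betagal+/- myoblasts (passage 13) were plated 16-24 hr, then exposed to compounds (1:260 dilution of DMSO stock) for 48 hours at 37C. After MPER lysis, β-galactosidase reporter activity was read as FDG fluorescence (ex 480/em 540) after 30 minutes.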
* hit, by the source's call; i = inactive; ? = inconclusive; · = not tested or not shown; [ ] = dose if it differs, or a comment. Unless noted, the call rests on the fitted dose curve; in most records, active means well fitted curve in the direction sought with a large enough effect; inconclusive means small, poorly fitted or top-dose-only effect, or another doubt; inactive means no such curve, though single readings can be large; an effect the other way counts as inactive or inconclusive. This is a random part of the collection; about 2% have a hit in one of these screens.

Structure	Coupling enz	MBNL1-CUG inh	MLL CXXC-DNA inh	ASM inhibitor	AT treatment	KCNH2 3.1 block	hERG WT inh	TRPV1 ag	GALK inh	Integrin act MD
COC(CN(C(=O)CCl)C(C(=O)NC1CCCCC1)c1ccc(Cl)cc1)OC (stereo not given)	-3	·	-1%	13%	-2%	-12	-20	-2	1%	-16%
N#Cc1c(N)nc(SCc2ccccn2)c(C#N)c1-c1cccs1	1	-5%	12%	-11%	3%	-9	-1	13	-3%	-20%[7.66 µM]
CCOC(=O)C1CCN(C(=O)c2cc3c(=O)n4ccccc4nc3s2)CC1	·	?	5%	·	19%	-2	-1	0	-4%	21%
CC(C)C[C@H](NC(=O)N1CCn2c1nc1ccccc12)C(=O)N[C@H](Cc1ccccc1)C(=O)O	0	5%	-4%	-3%	-7%	2	1	2	·	1%
O=C(NCCN1CCc2ccccc2C1)Nc1ccc(F)cc1	4	-8%	5%	-1%	4%	-18	15	23	0%	-5%
CC(C)OCCCNc1ncc2c(n1)CC(c1ccc(N(C)C)cc1)CC2=O (stereo not given)	1	-10%	2%	-2%	-2%	11	-1	-3	3%	-10%
COCCn1c(=NC(=O)CCS(=O)(=O)c2ccccc2)sc2cc(F)ccc21	·	2%	30%	18%	46%	7	-8	15	-2%	-44%
COc1cc(C)c(Cl)cc1S(=O)(=O)NC1CC(C)(C)NC(C)(C)C1	-1	1%	-2%	·	4%	·	·	1	-2%	·
O=C(Nc1nnc(-c2ccccc2)s1)c1ccc(Cl)c(S(=O)(=O)N2CCOCC2)c1	6	-11%	0%	·	6%	·	·	0	4%	·
COc1cc(/C=C2\SC(=S)N(NC(=O)c3cccnc3)C2=O)ccc1O	10	?	125%[activator]	?	-14%	1	-3	5	·	24%
CCCCCCCCNS(=O)(=O)CCNCCc1ccccc1	·	·	·	-2%	·	-14	-16	·	·	-19%
Cc1[nH]c(=O)[nH]c(=O)c1S(=O)(=O)N1CCC(C(=O)N2CCN(c3cccc(C(F)(F)F)c3)CC2)CC1	-1	-1%	2%	-5%	0%	-8	-6	-2	4%	8%
COc1cc(C(=O)Nc2nc3ccccc3s2)ccc1OCc1c(C)noc1C	2	23%	-1%	4%	-2%	-10	12	-3	-9%	10%
CNC(=O)CN(c1cccc(Br)c1)S(C)(=O)=O	7	5%	-12%	0%	18%	5	3	0	-1%	-5%
COc1ccccc1NS(=O)(=O)c1cc(NC(=O)CC(C)(C)C)ccc1N1CCOCC1	0	·	-5%	-5%	0%	-21	-4	-3	-2%	25%
Cc1ccc(S(=O)(=O)NCc2c(-c3ccccc3)noc2C)cc1	0	·	4%	0%	1%	1	0	16	-2%	-5%
COc1ccc(N2CCN(S(=O)(=O)c3ccc4c(c3)NC(=O)C(C)S4)CC2)cc1 (stereo not given)	·	-1%	4%	-14%	19%	5	8	4	-2%	-39%[inhibitor]
COc1ccccc1C(=O)Nn1cnnc1	0	1%	6%	-2%	1%	5	1	-4	-2%	-1%
c1ccc2c(c1)nc(N1CCOCC1)c1c3ccccc3[nH]c21	-45*	?	19%	265%[activator]	·	-12	-9	-4	0%	11%
CCCCCOC(=O)C1=C(C)N(C)C(=O)NC1c1cc(Br)c(O)c(OC)c1 (stereo not given)	0	-3%	-21%	-4%	3%	-2	3	3	-2%	-1%
CCOC(=O)C1=C(O)C(=O)N(CCCn2ccnc2)C1c1ccc(OC)cc1 (stereo not given)	-2	-3%	-4%	·	1%	·	·	-3	7%	·
CC(=O)N1c2ccccc2-c2nc3ccccc3n2C1C (stereo not given)	6	-8%	-4%	3%	-1%	1	9	5	·	0%
O=C(c1ccc(-c2ccccc2Cl)o1)N1CCN(S(=O)(=O)c2cccs2)CC1	·	·	·	-1%	-5%	-7	-9	?	·	-16%
N#Cc1c(Cn2cncn2)nc(=O)n(-c2ccc(Cl)cc2)c1N	-2	?	8%	3%	0%	10	-4	2	-1%	-5%
CCn1cc(C(=O)N2CCN(c3ccccc3OC)CC2)c2cc(OC)c(OC)cc2c1=O	2	·	-6%	3%	-2%	12	8	3	-7%	-17%
CN(C)c1nc(C(=O)Nc2ccccc2)nc(N(C)C)n1	-1	0%	7%	-6%	-5%	4	4	19	0%	14%
COc1ccc(CC(=O)OCC(=O)c2ccc(OC)c(OC)c2)cc1	·	·	·	2%	1%	5	-14	10	·	3%
Nc1nc(SCC(=O)NCc2ccccc2)[nH]c(=O)c1NC(=O)c1ccccc1F	1	-11%	-1%	0%	15%	-24	5	-1	0%	35%
CCCCNc1nc2ccccc2nc1NS(=O)(=O)c1ccc(F)cc1	1	0%	-1%	14%	17%	-3	-3	-1	·	27%
Cc1ccc(NC(=O)C2CCN(C(=O)[C@@H]3Cc4ccccc4CN3)CC2)c(C)c1	2	-4%	4%	5%	0%	2	-3	0	2%	-25%
COc1ccc(CNC(=O)C2CCC(=O)N(CCCN3CCCC3=O)C2)cc1 (stereo not given)	·	2%	4%	5%	2%	8	-12	1	-4%	13%
Cc1ccc(NC(=O)c2ccc3nsnc3c2)c(Cl)c1	0	96%[activator]	2%	4%	0%	1	-5	?	-1%	3%
Nc1nc(-c2cccnc2)nn1C(=O)COc1ccccc1	1	-2%	-1%	-1%	0%	-11	-8	1	-4%	1%
CCN(C(=O)CSc1nnnn1C)C1CCCCC1	·	·	·	-1%	9%	10	10	·	·	0%
CCN(CC)C(=O)CSc1nnc(-c2ccc(S(=O)(=O)N3CCOCC3)cc2)n1C	0	-4%	8%	2%	-2%	15	1	0	-2%	13%
O/N=C\c1ccccc1Oc1ccc(F)cc1	3	-1%	2%	20%	1%	-3	-1	-1	-1%	104%
Cc1cc(-c2ccccc2)nc(N/N=C/c2ccccc2)n1	1	13%	7%	-1%	-3%	-17	2	?	-1%	?
O=C(NC1CCCCCCC1)C1CCCN(S(=O)(=O)c2cnc[nH]2)C1 (stereo not given)	-1	2%	-6%	1%	6%	4	1	0	3%	11%
CC1(C)NC(=S)NC1=S	·	·	·	2%	·	1	-1	·	·	-6%
Cc1ccc(NC(=O)C2C3CCC(O3)C2C(=O)O)cc1C (stereo not given)	8	1%	4%	2%	-1%	4	-8	1	-4%	-2%
CCN1C(=O)/C(=C/C=C2\C=CN(CC)c3ccccc32)SC1=S	-36*	20%	-3%	-1%	3%	7	0	-2	9%	-8%
CC(C)(C)NC(=O)C(c1ccco1)N(Cc1ccc(F)cc1)C(=O)c1snc(C(N)=O)c1N (stereo not given)	0	14%	7%	150%[activator]	2%	3	24	13	7%	-7%
Cc1ccccc1Cn1c(O)c(N=NC(=S)Nc2ccccc2F)c2ccccc21	-1	17%	-10%	-13%	1%	-31	·	-3	3%	-67%[inhibitor]
CCCCCn1c(=O)[nH]c2cc(C(=O)Nc3ccc(OC)cc3)ccc2c1=O	-3	-1%	-2%	0%	-2%	2	-5	2	1%	?
CCc1ccc(OCC(=O)NC(NC(=S)Nc2ccccc2C)C(Cl)(Cl)Cl)cc1 (stereo not given)	4	?	-13%	-1%	-2%	-2	-3	?	0%	-30%
O=C(CSC1=NCCS1)Nc1cccc2ccccc12	3	0%	3%	-1%	4%	9	-5	-2	1%	-20%
O=C1COc2ccc(C(=O)COC(=O)c3cc(S(=O)(=O)N4CCOCC4)ccc3F)cc2N1	-2	393%[activator]	-1%	-1%	-5%	-17	-3	3	-7%	10%
COc1ccccc1NC(=O)c1ccc(NC(=O)COC(=O)CC(NC(=O)c2ccccc2Cl)c2ccccc2)cc1 (stereo not given)	-3	-3%	-2%	0%	3%	-2	i	0	·	22%
